E-sel inducer: induces E-selectin expression in human endothelial cells | activation, % at 7.58 µM | P16581 | AID 686992 | 260,000 tested, 0.37% active | HUVEC E-selectin immunofluorescence imaging; normalized: neutral wells 0, TNF-alpha wells 100;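 active means mean E-selectin-positive cell signal at least 10% of the positive control, reached in at least 60% of replicates, without over 20% cell loss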;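 further: in these data hits start at about 27%; measured in HUVEC primary endothelial cells; signal is the percent of cells scored E-selectin positive by PE staining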
Target sequence (P16581 whole entry, looked up): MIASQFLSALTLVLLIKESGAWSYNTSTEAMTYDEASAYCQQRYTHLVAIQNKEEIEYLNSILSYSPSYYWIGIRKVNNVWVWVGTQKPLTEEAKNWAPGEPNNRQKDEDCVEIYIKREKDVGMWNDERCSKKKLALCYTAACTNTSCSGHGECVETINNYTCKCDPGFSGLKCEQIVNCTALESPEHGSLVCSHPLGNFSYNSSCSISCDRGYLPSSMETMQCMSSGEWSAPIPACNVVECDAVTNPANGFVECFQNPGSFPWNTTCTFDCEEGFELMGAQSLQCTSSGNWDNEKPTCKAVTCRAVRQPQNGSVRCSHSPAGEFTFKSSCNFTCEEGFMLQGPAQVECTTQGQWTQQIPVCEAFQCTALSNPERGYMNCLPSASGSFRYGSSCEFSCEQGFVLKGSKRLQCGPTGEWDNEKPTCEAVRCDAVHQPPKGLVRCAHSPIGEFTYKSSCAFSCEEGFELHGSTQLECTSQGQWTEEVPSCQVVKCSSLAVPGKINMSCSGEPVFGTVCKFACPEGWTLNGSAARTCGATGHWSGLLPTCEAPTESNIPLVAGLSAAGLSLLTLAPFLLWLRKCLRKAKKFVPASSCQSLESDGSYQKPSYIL
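Read-out: % PE-positive cells | Test system: HUVEC | Doses: One compound dose added by pin transfer | Buffer or medium: EGM-2 over gelatin coat | Signal: Immunofluorescence imaging | Benchmarks: TNF-alpha, DMSO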
RAD54 branch: RAD54 (human) branch migration inhibition; Q92698; 360,000 tested, 0.14% active; RAD54 Holliday junction branch migration, FAM/BHQ fluorescence; inhibition, % at 10.4 µM; AID 602329;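 active means mean normalized replicate activity at least 40 and at least half of replicates scoring 40 or more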;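 further: 0% = median of neutral control wells and 100% = median of positive control wells; inhibitors cause a drop in the FAM fluorescence signal; in these data hits start at about 50%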
RAD52 inh: inhibitors of human RAD52 DNA annealing; P43351; recombinant RAD52 DNA annealing, FRET fluorescence; inhibition, % at 18.7 µM; 360,000 tested, 0.46% active;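 active means every replicate showing at least 50% inhibition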
Target sequence (P43351 whole entry, looked up): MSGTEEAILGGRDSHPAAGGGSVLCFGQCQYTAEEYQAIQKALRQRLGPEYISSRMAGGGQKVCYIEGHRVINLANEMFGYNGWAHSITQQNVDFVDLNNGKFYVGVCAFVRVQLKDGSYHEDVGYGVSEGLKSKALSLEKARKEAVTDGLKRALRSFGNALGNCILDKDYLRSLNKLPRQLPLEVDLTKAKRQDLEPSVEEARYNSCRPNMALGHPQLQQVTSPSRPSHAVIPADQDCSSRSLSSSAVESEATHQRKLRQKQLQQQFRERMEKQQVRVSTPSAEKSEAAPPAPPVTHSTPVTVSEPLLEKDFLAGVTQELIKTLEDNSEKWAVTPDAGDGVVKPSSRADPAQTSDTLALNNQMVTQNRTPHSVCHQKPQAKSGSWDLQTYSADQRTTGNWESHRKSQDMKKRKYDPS
PGC1a acetyl inh: PGC1a acetylation modulation, inhibitor mode | U2OS PGC1a acetylation, AlphaScreen anti-acetyl-lysine; with virally co-expressed GCN5 acetyltransferase | inhibition, % at 15.6 µM | 350,000 tested, 0.17% active | AID 651687;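 active means every replicate shows inhibition of at least 40%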;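 further: 0% = neutral control wells and 100% = positive control wells; some results beyond the cut were filed as inactive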
miR122 inh: miR-122 inhibition in Huh7 cells; 340,000 tested, 0.3% active; activation (reporter increase), % at 12.5 µM; AID 602342; Huh7 miR-122 Renilla luciferase sensor, 48 h; neutral wells = 0, positive control = 100;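 active means mean replicate activation score at least 90 and every replicate individually at or above 90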;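 further: higher luciferase means less miR-122 activity so hits act as miR-122 inhibitors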
PglD DTNB: blocks C. jejuni PglD acetyltransferase activity; purified PglD enzyme, DTNB colorimetric CoA detection; inhibition, % at 12.5 µM; 360,000 tested, 0.098% active; in the data active means inhibition above about 16%, passing the limit was not always enough; further: strong numbers were not always called active
Cneo AK release: Cryptococcus neoformans lysis via adenylate kinase release; 360,000 tested, 0.2% active; lysis activity, % at 15 µM; C. neoformans lysis, adenylate kinase release luminescence, 4 h; normalised: neutral wells 0, clomiphene wells 100;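 active means mean lysis activity across replicates of at least 80%, whatever share of replicates individually reach that level; inactive means mean lysis activity below 80%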
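Schedule: static 4 h at 37 °C with compound, 1 h detection; system: C. neoformans cells; benchmarks: Clomiphene as positive control; buffer or medium: fresh YPD medium; measure: luminescence rise reflecting yeast cell lysis; measured by: luminescent adenylate kinase detection reagent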
ERAP1 inh: inhibitors of human ERAP1 aminopeptidase. Q9NZ08. recombinant ERAP1, Leu-AMC fluorescence, 60 min. inhibition, % at 10.7 µM. 340,000 tested, 0.15% active;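 active means mean replicate inhibition of at least 30%, or all replicates individually reaching that 30% level; inactive means mean below 30% and not every replicate reaching it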;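 further: 0% = neutral control wells and 100% = L-leucinethiol positive control wells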
* = called active by the depositor; . = no result given; [ ] = dose if it differs, or a comment.

SMILES	E-sel inducer	RAD54 branch	RAD52 inh	PGC1a acetyl inh	miR122 inh	PglD DTNB	Cneo AK release	ERAP1 inh
CCOC(=O)c1ccc(NNC(C)=O)c([N+](=O)[O-])c1	-1.1	-3	-16	0	-11	1	0	1
Cc1cccc(C)c1NC(=O)Cn1nc(-c2ccccc2)nc1-c1ccccc1	.	-8	.	.	-6	5	1	.
C[C@H](CO)N1C[C@H](C)[C@@H](CN(C)S(=O)(=O)c2ccc(Cl)cc2)OCCCC[C@H](C)Oc2ccc(NC(=O)Nc3ccc(F)cc3)cc2C1=O	.	6	6	-2	-1[16.7 µM]	2	5	-2
CCC(=O)NCCCOc1ccccc1	.	-17	-2	10	-2	0	0	1
Cc1ccc(S(=O)(=O)N(C)C[C@@H]2Oc3ccc(NC(=O)C4CCCCC4)cc3CC(=O)N([C@H](C)CO)C[C@@H]2C)cc1	0.2	1	-9	1	0[16.7 µM]	9	2	1
CN1C(=O)C(C)(C)c2cc(S(=O)(=O)NCc3ccc(C(=O)NCc4ccco4)cc3)ccc21	0.4	-9	-31	4	-6	5	-2	3
CSc1ccccc1NC(=O)COC(=O)Cc1ccsc1	1.2	1	-17	4	-3	-1	-1	2
Brc1cccc(CNc2nc3ccccc3n2CCN2CCOCC2)c1	.	.	2	-3	7	.	.	1
COC(=O)[C@@]1(C)[C@H]2C(=O)N(Cc3ccccc3)C(=O)[C@H]2[C@H]2CN=C(SC)N21	.	-14	-2	.	.	2	0	-1
CCOC(=O)/C(=N\Nc1ccc(Cl)cc1)c1csc(Nc2ccccc2)n1	.	-1	.	-11	-5	-1	2	.
Cc1nnc(SCC(=O)Nc2ccc(Cl)cn2)[nH]c1=O	.	-3	.	5	-2	-2	-1	.
CC1CCN(C(=O)/C=C/c2ccc(C(C)(C)C)cc2)CC1	.	-7	-10	.	13	-2	-1	2
COc1ccccc1CNC(=O)c1c(-c2ccccc2)nn(-c2ccccc2)c1C	.	0	.	-4	-1	2	-3	.
COc1ccc(Cn2c(N)c(C#N)c3nc4ccccc4nc32)cc1OC	.	2	.	2	0	-5	8	.
COc1ccccc1Nc1nc(N)nc(CSc2nccc(C)n2)n1	-0.9	-32	.	1	-4	-3	4	.
COC(=O)c1cscc1S(=O)(=O)Cc1ccccc1	.	0	-9	-4	5	-4	4	1
CCCC(C(=O)Nc1ccc(S(=O)(=O)Nc2ncccn2)cc1)c1ccccc1 (stereo not given)	0.1	12	-48	3	3	2	6	-1
COc1ccccc1NC(=O)c1ccc(NC(=O)CN2CCN(C(=O)c3ccco3)CC2)cc1	7.2	.	-11	3	.	.	.	-2
CC(C)N1CC(COc2ccc(Br)cc2)OC1=O (stereo not given)	-0.1	4	0	1	1	-6	-1	0
Cc1cc(C)cc(NC(=O)CCn2ccnc2)c1	0.0	16	2	1	-3	2	1	-2
CCNC(=O)C1(C)CCN(C(=O)C(c2ccccc2)c2ccccc2)C1 (stereo not given)	0.3	17	-4	.	-3	-2	0	-2
CC(=O)N(C)C[C@@H]1Oc2cc(C#Cc3ccccc3)ccc2S(=O)(=O)N([C@H](C)CO)C[C@@H]1C	0.2	-5	3	-4	8[16.7 µM]	0	-2	-2
COc1ccccc1NS(=O)(=O)c1ccc(Cl)cc1	.	-7	-2	-17	-4	5	-1	0
Cc1nc(C(C)(C)O)n(-c2ccccc2)n1	.	-14	.	9	-5	-1	-2	.
O=C(C[n+]1ccccc1)N/N=C/c1ccc(C(=O)O)cc1	7.3	-7	4	-4	-4	-2	1	-4

Reformatted with two lines to a compound: part of the list above.
Every second line gives: E-sel inducer, RAD54 branch, RAD52 inh, PGC1a acetyl inh, miR122 inh, PglD DTNB, Cneo AK release, ERAP1 inh
CN1C(=O)C(C)(C)c2cc(S(=O)(=O)NCc3ccc(C(=O)NCc4ccco4)cc3)ccc21
    0.4, -9, -31, 4, -6, 5, -2, 3
CSc1ccccc1NC(=O)COC(=O)Cc1ccsc1
    1.2, 1, -17, 4, -3, -1, -1, 2
Brc1cccc(CNc2nc3ccccc3n2CCN2CCOCC2)c1
    ., ., 2, -3, 7, ., ., 1
COC(=O)[C@@]1(C)[C@H]2C(=O)N(Cc3ccccc3)C(=O)[C@H]2[C@H]2CN=C(SC)N21
    ., -14, -2, ., ., 2, 0, -1

The results go on.
SMILES	E-sel inducer	RAD54 branch	RAD52 inh	PGC1a acetyl inh	miR122 inh	PglD DTNB	Cneo AK release	ERAP1 inh
Fc1ccc(-c2ccc(CNCc3ccccn3)o2)cc1	-0.1	7	-12	-10	-7	3	-1	-4
C[C@@H]1CN([C@H](C)CO)C(=O)c2cc(NC(=O)Nc3ccc4c(c3)OCO4)ccc2O[C@@H](C)CCCCO[C@@H]1CN(C)Cc1ccc(C(F)(F)F)cc1	-0.2	8	7	-25	9[16.7 µM]	-1	-2	-3
O=C(CN1CCCCCC1)Nc1ccccc1[N+](=O)[O-]	.	-3	-7	8	-5	7	2	2
COc1cc(CC(=O)OCC(=O)Nc2cc([N+](=O)[O-])ccc2Cl)cc(OC)c1OC	.	-6	-8	-13	-6	1	1	4
COc1ccccc1-c1cnc2c(c1)C(=O)N([C@H](C)CO)C[C@@H](C)[C@@H](CN(C)C(=O)c1cccnc1)O2	-0.1	2	8	-1	-3[16.7 µM]	-1	13	3
CCCCN(C)CCCNC(=O)Cn1c(=O)sc2ccccc21	.	2	.	1	4	0	-3	.
C[C@H](CO)N1C[C@H](C)[C@H](CN(C)S(=O)(=O)c2cccs2)Oc2ccc(NC(=O)C3CCCCC3)cc2CC1=O	-0.4	2	-2	-6	4[16.7 µM]	-2	0	2
CN(C)C(=O)C[C@@H]1CC[C@H]2[C@@H](COC[C@@H](O)CN2S(=O)(=O)c2ccccc2)O1	0.0	4	-4	9	1[16.7 µM]	-1	2	-2
O=c1[nH]c(=S)c2[nH]c(=S)n(-c3ccccc3)c2[nH]1	-0.1	-5	-34	11	-6	-2	2	8
O=C(c1cccn2c(=O)c3ccc(Cl)cc3nc12)N1CCN(Cc2ccc3c(c2)OCO3)CC1	.	-3	-12	-15	2	0	-5	-3
C[C@@H]1CN([C@@H](C)CO)C(=O)c2cc(NC(=O)Nc3cccc4ccccc34)ccc2O[C@@H](C)CCCCO[C@@H]1CN(C)C(=O)Nc1ccccc1	-0.1	-2	-14	-4	-3[16.7 µM]	5	-11	5
Cc1ccc(O)c(NC(=O)COc2cc(C)ccc2C)c1	.	0	.	.	2	-10	0	.
CCOC(=O)c1cc2sc(C)cc2n1CC(=O)N1CCOCC1	.	-7	.	18	-1	0	0	.
CCc1ccc(NC(=O)CSc2nnc(CNC(=O)c3ccco3)o2)cc1	.	-1	-1	-14	-4	0	6	-4
Cc1noc(C)c1C(=O)N1CCC1(C)C(=O)NS(=O)(=O)c1ccc(Cl)cc1 (stereo not given)	.	-11	-5	4	-1	0	-2	0
CCOC(=O)/C=C/C(=O)OCC(=O)Nc1ccc(Cl)cn1	.	7	-14	.	.	-2	-2	1
Nc1cccc2c1C(=O)N(C(=O)c1cccc(S(=O)(=O)N3CCCC3)c1)C2=O	.	-2	.	-8	-3	1	-2	.
CCOc1ccc(/C=C/c2nc(C#N)c(NCCCN(C)C)o2)cc1	.	10	31	-9	-3	2	1	5
CCc1ccc(NC(=O)c2cnc3scc(C)n3c2=O)cc1	2.2	6	-11	-11	1	-5	0	8
C[C@@H]1CN([C@@H](C)CO)C(=O)c2cc(NS(=O)(=O)c3cn(C)cn3)ccc2O[C@@H]1CN(C)S(=O)(=O)c1cccs1	0.1	2	13	7	2[16.7 µM]	-3	0	4
Cc1coc2c(C)c3oc(=O)c(CCC(=O)NCCN4CCOCC4)c(C)c3cc12	.	12	-3	-12	-5	3	3	4
O=C(N[C@@H]1CC[C@H](CCNS(=O)(=O)c2ccc(Cl)cc2)O[C@@H]1CO)c1cnccn1	-1.5	2	12	4	.	2	1	1
C#CCOCCOCCOCCNc1nc(N2CCN(C(=O)[C@H](C(C)C)n3cc(CCO)nn3)CC2)nc(N2CCN(C(=O)[C@H](CCCCN)n3cc(CCCC)nn3)CC2)n1	-0.1	-3	18	7	1	1	9	-11
Cc1nc(N2CCN(c3ccccc3)CC2)[nH]c(=O)c1CCC(C)C	.	-2	-8	9	-1	-3	-3	-1
CN(C)C(=O)C[C@@H]1CC[C@@H](NC(=O)NC2CCCCC2)[C@@H](CO)O1	-0.5	-7	2	20	9[16.7 µM]	6	0	-5

5 compounds picked at random from those above:
SMILES	E-sel inducer	RAD54 branch	RAD52 inh	PGC1a acetyl inh	miR122 inh	PglD DTNB	Cneo AK release	ERAP1 inh
CN(C)C(=O)C[C@@H]1CC[C@H]2[C@@H](COC[C@@H](O)CN2S(=O)(=O)c2ccccc2)O1	0.0	4	-4	9	1[16.7 µM]	-1	2	-2
C[C@@H]1CN([C@@H](C)CO)C(=O)c2cc(NS(=O)(=O)c3cn(C)cn3)ccc2O[C@@H]1CN(C)S(=O)(=O)c1cccs1	0.1	2	13	7	2[16.7 µM]	-3	0	4
CCc1ccc(NC(=O)c2cnc3scc(C)n3c2=O)cc1	2.2	6	-11	-11	1	-5	0	8
COc1cc(CC(=O)OCC(=O)Nc2cc([N+](=O)[O-])ccc2Cl)cc(OC)c1OC	.	-6	-8	-13	-6	1	1	4
Nc1cccc2c1C(=O)N(C(=O)c1cccc(S(=O)(=O)N3CCCC3)c1)C2=O	.	-2	.	-8	-3	1	-2	.

Later entries:
SMILES	E-sel inducer	RAD54 branch	RAD52 inh	PGC1a acetyl inh	miR122 inh	PglD DTNB	Cneo AK release	ERAP1 inh
COCC(=O)N(C)C[C@@H]1Oc2cc(C3=CCCCC3)ccc2S(=O)(=O)N([C@H](C)CO)C[C@@H]1C	-0.2	11	5	-2	1[16.7 µM]	4	-2	2
C[C@@H]1CN([C@H](C)CO)C(=O)Cc2cc(N(C)C)ccc2O[C@@H]1CN(C)Cc1ccncc1	0.0	3	10	-1	0[16.7 µM]	-3	0	5
O=C(N/N=C/c1cccnc1)c1cccc(S(=O)(=O)N2CCCC2)c1	0.1	.	-3	5	.	.	.	-3
Cc1nc(N)sc1-c1nnc(SCC(=O)Nc2ccccc2C(F)(F)F)n1C	.	4	.	2	-1	5	0	.
CCN(CC)C(=O)C1=C(C)N(Cc2ccc(F)cc2)C(=O)C(CC(=O)NC2CCCCC2)C1 (stereo not given)	-8.7	-1	1	6	1	5	-1	.
COc1cccc(-n2nnnc2SCC(=O)Nc2cccc(C)n2)c1	.	-8	-33	-2	-6	-4	-3	-2
c1ccc(CN2CCN(CCOCCOc3cccc4ccccc34)CC2)cc1	0.2	.	7	2	.	.	.	-2
